Pf apPOL inh – Pf-apPOL DNA polymerase inhibition; 0.25% of 210,000 active; AID 1794808; inhibition, % at 10 µM; Recombinant Pf-apPOL, molecular beacon fluorescence, 1.5 h
mHTT CaM bind – inhibitors of human mutant huntingtin-calmodulin interaction | inhibition, % at 15 µM | P42858 | AlphaScreen His-mHTT/GST-CaM binding, luminescence | 3.6% of 190,000 active | AID 1671202;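 note: 0% = both proteins with DMSO and 100% = one protein alone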
Target sequence (P42858 whole entry, looked up, stated change not applied): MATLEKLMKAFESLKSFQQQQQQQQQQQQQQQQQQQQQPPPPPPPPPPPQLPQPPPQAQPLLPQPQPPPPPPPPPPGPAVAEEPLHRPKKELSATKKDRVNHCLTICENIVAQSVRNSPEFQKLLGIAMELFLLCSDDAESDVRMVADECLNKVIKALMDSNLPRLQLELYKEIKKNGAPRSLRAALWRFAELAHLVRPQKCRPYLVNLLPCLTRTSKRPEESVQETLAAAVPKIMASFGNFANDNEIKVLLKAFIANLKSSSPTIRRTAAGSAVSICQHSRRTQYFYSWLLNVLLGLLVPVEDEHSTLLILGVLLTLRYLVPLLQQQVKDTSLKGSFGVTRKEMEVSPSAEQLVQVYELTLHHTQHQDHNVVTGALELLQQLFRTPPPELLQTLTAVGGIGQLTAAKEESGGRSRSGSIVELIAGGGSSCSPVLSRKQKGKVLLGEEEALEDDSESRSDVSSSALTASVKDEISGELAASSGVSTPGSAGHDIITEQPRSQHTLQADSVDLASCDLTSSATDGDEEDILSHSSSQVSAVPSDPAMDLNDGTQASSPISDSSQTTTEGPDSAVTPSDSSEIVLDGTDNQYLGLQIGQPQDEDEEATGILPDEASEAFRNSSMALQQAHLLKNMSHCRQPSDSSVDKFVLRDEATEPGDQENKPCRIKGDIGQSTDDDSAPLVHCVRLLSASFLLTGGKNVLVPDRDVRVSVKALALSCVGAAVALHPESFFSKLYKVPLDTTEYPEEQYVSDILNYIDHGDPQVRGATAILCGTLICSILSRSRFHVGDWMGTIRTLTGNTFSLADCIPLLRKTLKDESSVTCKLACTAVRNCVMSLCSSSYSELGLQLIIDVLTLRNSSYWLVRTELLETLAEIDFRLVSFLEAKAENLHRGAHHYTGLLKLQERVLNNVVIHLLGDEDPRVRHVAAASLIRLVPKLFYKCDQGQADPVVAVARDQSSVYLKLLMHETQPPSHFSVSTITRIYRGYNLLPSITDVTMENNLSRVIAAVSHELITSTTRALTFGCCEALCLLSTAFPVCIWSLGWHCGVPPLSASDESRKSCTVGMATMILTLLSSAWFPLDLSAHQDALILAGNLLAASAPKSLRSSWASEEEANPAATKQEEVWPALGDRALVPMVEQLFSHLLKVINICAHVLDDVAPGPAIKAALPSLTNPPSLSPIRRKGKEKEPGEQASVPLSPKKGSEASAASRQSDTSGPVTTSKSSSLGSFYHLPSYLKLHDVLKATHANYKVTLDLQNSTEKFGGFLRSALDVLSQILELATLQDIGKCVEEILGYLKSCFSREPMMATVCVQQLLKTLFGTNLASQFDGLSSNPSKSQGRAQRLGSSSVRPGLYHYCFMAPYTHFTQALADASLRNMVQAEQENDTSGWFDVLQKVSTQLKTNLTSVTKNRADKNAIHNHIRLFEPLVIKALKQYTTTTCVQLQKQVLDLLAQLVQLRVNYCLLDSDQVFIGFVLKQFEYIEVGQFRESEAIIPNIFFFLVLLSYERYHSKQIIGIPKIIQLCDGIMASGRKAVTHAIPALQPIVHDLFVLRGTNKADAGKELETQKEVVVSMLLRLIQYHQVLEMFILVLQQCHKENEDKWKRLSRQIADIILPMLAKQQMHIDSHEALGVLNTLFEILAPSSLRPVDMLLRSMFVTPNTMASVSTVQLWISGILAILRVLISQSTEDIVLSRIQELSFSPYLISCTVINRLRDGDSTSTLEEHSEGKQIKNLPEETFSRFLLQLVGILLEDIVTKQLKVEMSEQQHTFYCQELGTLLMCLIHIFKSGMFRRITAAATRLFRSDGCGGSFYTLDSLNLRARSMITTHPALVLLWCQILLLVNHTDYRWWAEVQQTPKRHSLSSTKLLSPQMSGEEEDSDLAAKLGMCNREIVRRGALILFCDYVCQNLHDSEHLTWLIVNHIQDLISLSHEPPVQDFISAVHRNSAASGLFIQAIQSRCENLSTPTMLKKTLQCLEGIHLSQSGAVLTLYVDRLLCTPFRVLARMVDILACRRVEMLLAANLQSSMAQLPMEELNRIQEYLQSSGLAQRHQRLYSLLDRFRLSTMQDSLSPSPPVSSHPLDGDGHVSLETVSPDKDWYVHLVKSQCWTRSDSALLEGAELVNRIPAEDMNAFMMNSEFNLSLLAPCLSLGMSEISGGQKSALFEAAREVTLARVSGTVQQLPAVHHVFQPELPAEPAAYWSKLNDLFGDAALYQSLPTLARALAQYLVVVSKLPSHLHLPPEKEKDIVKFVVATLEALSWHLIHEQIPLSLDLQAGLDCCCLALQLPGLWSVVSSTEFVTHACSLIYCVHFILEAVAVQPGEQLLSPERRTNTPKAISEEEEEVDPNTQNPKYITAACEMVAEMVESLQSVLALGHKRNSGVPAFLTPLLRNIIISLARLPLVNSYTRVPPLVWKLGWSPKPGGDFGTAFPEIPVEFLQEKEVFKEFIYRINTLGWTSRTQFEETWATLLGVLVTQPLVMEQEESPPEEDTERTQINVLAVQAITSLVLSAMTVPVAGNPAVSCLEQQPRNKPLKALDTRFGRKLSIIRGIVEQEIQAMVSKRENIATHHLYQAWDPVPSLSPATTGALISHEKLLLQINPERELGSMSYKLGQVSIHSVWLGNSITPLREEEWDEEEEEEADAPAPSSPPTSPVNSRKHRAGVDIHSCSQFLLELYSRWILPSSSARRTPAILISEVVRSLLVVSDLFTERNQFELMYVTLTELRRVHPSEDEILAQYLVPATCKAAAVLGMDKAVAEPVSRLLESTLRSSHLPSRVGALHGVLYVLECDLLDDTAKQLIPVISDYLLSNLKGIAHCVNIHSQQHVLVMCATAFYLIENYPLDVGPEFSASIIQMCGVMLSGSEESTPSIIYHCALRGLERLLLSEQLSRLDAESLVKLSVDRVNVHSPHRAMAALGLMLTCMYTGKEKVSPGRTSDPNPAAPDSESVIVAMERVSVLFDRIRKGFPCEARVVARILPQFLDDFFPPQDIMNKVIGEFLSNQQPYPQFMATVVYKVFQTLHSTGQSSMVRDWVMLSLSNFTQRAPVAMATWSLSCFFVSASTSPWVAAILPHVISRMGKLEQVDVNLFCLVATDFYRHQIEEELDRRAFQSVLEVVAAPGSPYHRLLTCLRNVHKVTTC
* hit, by the source's call; / = not tested or not shown; & = joins results of further samples. Cut-off read from the data, not from the text of the source: active = inhibition above about 50%; inactive = the rest.

Fields: Pf apPOL inh	mHTT CaM bind
- Cc1ccc(C2(O)CC(C(F)(F)F)=NN2C(=O)c2cccc(Cl)c2)cc1 (centres undefined)
→ -1	-1
- O=c1[nH]c(SCCOc2ccccc2F)nc2ccccc12
→ -13	-3
- CN1CCc2nc(NC(=O)c3cc4cc([N+](=O)[O-])ccc4s3)sc2C1
→ 43	25
- CCOC(=O)c1c(O)c(O)c(C(=O)OCC)n1-c1ccc(OC)cc1
→ 9	/
- COc1cccc(C(=O)Nc2cnc(-c3ccc(C)cc3)nc2)c1
→ -4	1
- Cc1c(CNc2[nH]ncc2[N+](=O)[O-])cnn1C
→ /	-1
- O=C(Cc1c[nH]c2ccccc12)NC1(c2nc(-c3ccncc3)no2)CCCCC1
→ 0	8
- CCCC(=O)Nc1c(C)cccc1CC
→ -1	0
- CCc1ccc(OCC(O)CN)cc1 (centres undefined)
→ -5	-1
- O=C(NCCc1ccccc1)c1ccc(-c2ccccc2C(F)(F)F)o1
→ -16	-23
- O=C(Nc1ccc(OC(F)(F)F)cc1)Nc1cnn(-c2ccccc2)c1C(F)(F)F
→ -16	/
- COc1ccc(C=CC(=O)c2cc(Cl)ccc2O)c(OC)c1
→ -6	12
- CC(C)N(Cc1ccccc1)S(=O)(=O)N(C)C
→ 6	-8
- O=C(Nc1cccc(C(F)(F)F)c1)Nc1ccccc1Sc1ncc([N+](=O)[O-])s1
→ 1	/
- COc1ccc(CC(=O)N2CCCC2)cc1
→ 9	-5
- O=C(NCc1ccc(N2CCCCC2)cc1)C1CCN(c2nnc3ccccn23)CC1
→ -2	17
- Cc1cc(O)c(CN2CCN(C)CC2)c2c1C(=O)C(=Cc1cc3cc(Br)ccc3o1)O2
→ 6	10
- Cc1ccc(-n2c(CN3CCN(C(=O)NCc4ccco4)CC3)nc3cccnc32)cc1
→ 7	25
- S=C(Nc1ccc2[nH]ccc2c1)NC1CCCC1
→ -2	/
- Cc1[nH]c2ccccc2c1SCCNC(=O)c1cccc(Br)c1
→ -8	25
- COc1ccc(CN2C(=O)CCC2(C)C(=O)NCCc2ccc(OC)c(OC)c2)c(OC)c1 (centres undefined)
→ 5	5
- O=C1OC(c2cc([N+](=O)[O-])ccc2Cl)=N/C1=C\c1ccco1
→ 0	0
- CCCCOc1ccc(/C=c2\sc3nc(=O)c(C)nn3c2=O)cc1OC
→ -4	-5
- Cc1cc(C)nc(N=C(N)N2CCC(C)CC2)n1
→ 1	-4
- COC(=O)c1cc(Nc2ccccc2)c2cc(F)ccc2n1
→ -9	-11
- O=C1CC2(CCCC2)C(=O)N1c1ccc(S(=O)(=O)NCCNc2cccc(C(F)(F)F)n2)cc1Cl
→ 13	/
- O=C(O)c1ccccc1-c1ccccc1C(=O)Nc1ccc(Br)cn1
→ -1&0	4&10
- CCOc1ccc(CNC(=O)CN2C(=O)C3CCCN3C(=O)c3cc(F)ccc32)cc1 (centres undefined)
→ -5	-7
- O=C1CC(Nc2ccc(F)cc2)C(=O)N1c1cccc(Cl)c1 (centres undefined)
→ 2	-5
- COc1ccccc1CNC(=O)C1CC(=O)N(c2cccc(NC(C)=O)c2)C1 (centres undefined)
→ -2	4
- CCCn1cnnc1C1CCCCN1S(=O)(=O)c1cccnc1 (centres undefined)
→ -1	-1
- CC1CC(C)CN(S(=O)(=O)c2ccc(F)c(C(=O)NC3CCCCCC3)c2)C1 (centres undefined)
→ -3	3
- Cc1ccn2cc(C(=O)NCc3ccccc3F)nc2c1
→ 1	-6
- CCOC(=O)N1CCN(C(=O)C2CCN(S(=O)(=O)c3ccc(C)cc3)CC2)CC1
→ -3	4
- CC(=O)N1CCc2cc(N3CC(C(=O)Nc4ccc(C)cc4Cl)CC3=O)ccc21 (centres undefined)
→ -1	-5
- CC12c3ccccc3C(c3ccccc31)C1C(=O)NN(c3ccccc3)C(=O)C12 (centres undefined)
→ -2	17
- COc1cc(OC)c(OC)cc1CN1CCN(Cc2ccc3c(c2)OCO3)CC1
→ -4	2
- O=C(CCC1CCCCC1)Nc1c2c(nn1-c1ccc([N+](=O)[O-])cc1)CSC2
→ -6	13
- COc1ccc(C)cc1NC(=O)c1cc(S(=O)(=O)N2CCCCCC2)ccc1F
→ 1	4
- CSCCC(NC(C)=O)C(=O)O (centres undefined)
→ -7	/

A second format for some results above:
> CCOC(=O)N1CCN(C(=O)C2CCN(S(=O)(=O)c3ccc(C)cc3)CC2)CC1
  Pf apPOL inh: -3 | mHTT CaM bind: 4
> CC(=O)N1CCc2cc(N3CC(C(=O)Nc4ccc(C)cc4Cl)CC3=O)ccc21 (centres undefined)
  Pf apPOL inh: -1 | mHTT CaM bind: -5

For reference, some entries already given:
Fields: Pf apPOL inh	mHTT CaM bind
- O=C(CCC1CCCCC1)Nc1c2c(nn1-c1ccc([N+](=O)[O-])cc1)CSC2
→ -6	13
- COc1ccc(C)cc1NC(=O)c1cc(S(=O)(=O)N2CCCCCC2)ccc1F
→ 1	4
- CSCCC(NC(C)=O)C(=O)O (centres undefined)
→ -7	/

Later entries:
Fields: Pf apPOL inh	mHTT CaM bind
- O=C(NCCCN1CCCCC1)c1cc2n(n1)CCCN(Cc1ccc(F)cc1)C2=O
→ -1	-4
- O=C(Cc1nnc(-c2cccc(F)c2)o1)N1CCCC1
→ 2	0
- O=C(Nc1ccc(Oc2ccc(NC(=O)c3cccnc3)cc2)cc1)c1cccnc1
→ 5	-2
- COc1cccc(C(=O)Nc2c3c(nn2-c2cccc(C)c2C)CSC3)c1OC
→ -6	7
- O=C1CCC(C(=O)NCc2cccnc2)N1 (centres undefined)
→ -2	-8
- CN(C)CCNC(=O)c1cccc(CN2C(=O)C3CCCN3C(=O)c3ccccc32)c1 (centres undefined)
→ -3	-13
- COc1ccccc1NC(=O)N1CCC(CNC(=O)C2(c3ccc(F)cc3)CC2)CC1
→ -10	-3
- Cn1cccc1C(=O)N1CCC(c2cc(-c3ccc(F)cc3)n[nH]2)CC1
→ -5	38
- N#Cc1cnn(-c2ccccc2)c1N
→ -8	/
- O=C(NCc1cccnc1)C1(c2cccs2)CCCC1
→ -2	-12
- COc1cc(C=Nc2ccc(Nc3ccccc3)cc2)ccc1O
→ -4	92*
- CCC(=O)N1CCc2sc(S(=O)(=O)Nc3ccc(Cl)cc3C)cc2C1
→ -3	18
- COC(=O)/C(C#N)=C\c1cccn1C
→ /	-4
- CC(C)CNC(=O)c1cncc(-c2ccc(F)cc2F)c1
→ 37	1
- CCc1ccc(C(c2ccc(CC)o2)c2cc3c(cc2[N+](=O)[O-])OCO3)o1
→ -8	84*
- CSc1ccc(CN(C)C2CCN(C)CC2)cc1
→ -7	0
- CCOc1ccc(N2CC(C(=O)N3CCN(c4ccc([N+](=O)[O-])cc4)CC3)CC2=O)cc1 (centres undefined)
→ 2	0
- COc1ccc(CC(=O)N2CCCC(C)(C(=O)NCc3ccccc3C)C2)cc1 (centres undefined)
→ -2	9
- O=C(CNC(=O)c1cnccc1C(F)(F)F)c1cccc(Cl)c1
→ 18	/
- O=C(c1cccs1)N1CCCC(c2nnc(-c3ccc4c(c3)OCO4)o2)C1 (centres undefined)
→ -9	-6
- CN1CCN(C2CN(Cc3cn(Cc4ccccc4)nn3)S(=O)(=O)C2)CC1 (centres undefined)
→ 0	-5
- NCCCCCCNC(=O)c1c(O)c2cccc3c2n(c1=O)CC3
→ -3	100*
- COc1c(Sc2ccc([N+](=O)[O-])cc2)c(C)nn1-c1ccccc1
→ -5	13
- CC(C)C(=O)Nc1ccc(C2(C(=O)NCc3cccc(Cl)c3)CCCCC2)cc1
→ -5	-5
- Cc1cccc(-n2nc3c(c2NC(=O)c2ccc(Cl)cc2Cl)CS(=O)(=O)C3)c1C
→ -12	1
- Cc1cc(C)cc(N=Cc2ccc(OC3CSC3)cc2)c1
→ 1	4
- CCC(=O)N1CCCn2nc(-c3ccc(OC)cc3)cc2C1
→ -3	-5
- COc1ccc(N2CCN(C(=O)c3oc4ccc(C)cc4c3C)CC2)cc1
→ -3	44
- O=C(Cn1cnc2ccccc21)N1CCC(COCc2ccccc2)CC1
→ -6	3
- O=C(C1CC1)N1CCc2sc(S(=O)(=O)NCc3ccco3)cc2C1
→ -3	0
- O=C(COc1ccccc1)Nc1ccc(I)cc1
→ -7	-18
- CC1CCc2c(sc(N=Cc3cccnc3)c2C#N)C1 (centres undefined)
→ 0	28
- COc1ccc(Cl)cc1N1C(=O)CSC1c1ccc([N+](=O)[O-])cc1 (centres undefined)
→ -5	11
- COc1ccc(CN2CCCC2c2cc(C(C)C)on2)c(OC)c1OC (centres undefined)
→ -3	2
- CCN(CC)Cc1c(O)ccc2c1OC(=Cc1cccc(OC)c1)C2=O
→ -22	24
- CCc1csc2nc(C)c(NC(=O)Cc3ccccc3C)c(=O)n12
→ -1	-1
- CCCC12CN(C(=O)c3ccccc3)CC(CCC)(CN(C(=O)c3ccccc3)C1)C2=O
→ -4	10
- Cc1cc(C)nc(NC(=NS(=O)(=O)c2ccccc2)Nc2ccc(C(C)C)cc2)n1
→ -10	-2
- CC(=O)Nc1ccc(S(=O)(=O)Nc2ccccc2C(=O)NCc2ccccc2)cc1
→ -1	-3
- O=C(NCC1COC2(CCCCC2)O1)c1cccc(Br)c1 (centres undefined)
→ -13	-12
- COc1cccc(C(=O)Nc2c3c(nn2-c2cccc(Cl)c2)CSC3)c1
→ -8	12
- COCC(C)NCc1cccc(OC)c1 (centres undefined)
→ -3	-4
- O=S(=O)(NCCCc1ccccc1)c1cccc2nsnc12
→ -14	-3
- O=C(O)C=Cc1c[nH]c2ccccc12
→ -2	/
- O=C(CSc1oc(-c2ccccc2)nc1S(=O)(=O)c1ccccc1)NCC1CCCO1 (centres undefined)
→ -2	13
- O=C(CCc1ccccc1)N1CCCC(c2ccnc(-c3ccccc3)n2)C1 (centres undefined)
→ -5	14
- C[C@H]1[C@H](NC(=O)c2cccc(N(C)C)c2)CC[C@@]23CCCN2C(=O)CCC[C@@H]13
→ -4	-16
- COc1cc(-c2nc3ccccc3c(=O)n2Cc2c(F)cccc2F)cc(OC)c1OC
→ -1	-2
- NNC(=O)CSc1nnc(-c2ccc(Br)cc2)n1-c1ccccc1
→ 0	6
- COc1cccc(NC(=O)CSc2nnc3ccccn23)c1
→ 4	-8
- CC(C)n1c(C2CCN(C(=O)COc3ccccc3)C2)nc2ccncc21 (centres undefined)
→ 0	-8
- O=C(NCc1ccccc1)C(O)(c1ccc(F)cc1)c1ccc(F)cc1
→ -3	-11
- CCOC(=O)C(=CNc1cc(C(F)(F)F)ccc1N1CCC(C(=O)OCC)CC1)C(=O)OCC
→ -9	/
- Cc1ccc(NC(=O)CSc2ccc(-n3cccn3)nn2)cc1Cl
→ -12	-6
- CC1CC(C)CN(C(=O)N2CCOCC2)C1 (centres undefined)
→ /	-6
- Cn1cc(/C=C/c2nc3ccccc3c(=O)[nH]2)c2ccccc21
→ 7	0
- COc1cc(/C=C2\SC(=O)N(CN3CCCCC3)C2=O)ccc1O
→ -2	7
- O=C(NC1CCN(c2nnc3ccc(C(F)(F)F)cn23)CC1)c1ccccc1Cl
→ -4	8
- COc1cc(OC)cc(-n2nc(C(=O)NCc3ccccc3OC)c3ccccc3c2=O)c1
→ -2	22
- O=C1CSC(c2cccc(F)c2)N1c1ccc(I)cc1 (centres undefined)
→ -6	-21

Additional structures:
Fields: Pf apPOL inh	mHTT CaM bind
- CC1=C(C(=O)Nc2cccnc2)C(c2ccccn2)n2ncnc2N1 (centres undefined)
→ 1	-6
- Cc1[nH]nc2c1C(c1ccc(C(C)C)cc1)C(C#N)=C(N)O2 (centres undefined)
→ 0	6
- COCCN(CCOC)Cc1cc(=O)oc2cc(C)c(C)cc12
→ 1	3
- O=C(Cn1cnc2c(oc3ccccc32)c1=O)Nc1ccc(Br)cc1F
→ -3&-7	10&-15
- Cc1cccc(-c2nc(-c3ccc(-n4ccnc4)nc3)no2)c1
→ 5	-12
- N#C/C(=C\c1ccc(Cl)cc1Cl)c1ccc([N+](=O)[O-])cc1
→ 8	18
- COc1ccc(NC(=O)N2CCCC2c2ccccc2C)cc1OC (centres undefined)
→ -1	4
- COc1ccc(OC)c(C(=O)c2ccc(C(=O)Nc3ccccc3OC)cc2)c1
→ 2	3
- O=C(Nc1ccc2c(c1)OCCO2)c1cn2c(n1)COCC2
→ -1	13
- COc1ccc(N2C(=O)CC(NC34CC5CC(CC(C5)C3)C4)C2=O)c(OC)c1 (centres undefined)
→ 3	7
- CN(C)CCCNC(=O)C1CCN(c2nc3ccc(-c4ccsc4)nc3s2)CC1
→ 2	49
- Fc1ccccc1-c1nnn(Cc2ccccc2Cl)n1
→ -8	-39
- CCOC(=O)c1c(N)sc(C)c1C
→ /	3
- Cc1cc(F)ccc1Oc1cc(N2CCN(C(=O)C3CC3)C(C)C2)ncn1 (centres undefined)
→ -3	4
- Cc1ccc(C(=O)N2CCC3(CC2)NC(=O)c2ccc(F)cc2N3C)c(C)c1
→ -2	0
- COc1ccc(C(=O)N2CCc3ccccc3C2)cc1[N+](=O)[O-]
→ 1	8
- COc1cccc(-c2coc3c(C)c4oc(=O)c(CCC(=O)O)c(C)c4cc23)c1
→ -27	/
- CCN(CC)S(=O)(=O)N1CCCC(C(=O)NC(C)c2ccccc2)C1 (centres undefined)
→ -8	-4
- CC(C)Oc1ccccc1NC(=O)c1cccs1
→ -2	-13
- Cc1ccc(NC(=O)CCn2c(N3CCCCC3)nc3ccccc3c2=O)cc1F
→ -4	0

Some values from the list:
Pf apPOL inh result of Cc1ccc(C(=O)N2CCC3(CC2)NC(=O)c2ccc(F)cc2N3C)c(C)c1 reads -2
mHTT CaM bind result of Fc1ccccc1-c1nnn(Cc2ccccc2Cl)n1 reads -39
mHTT CaM bind result of O=C(Nc1ccc2c(c1)OCCO2)c1cn2c(n1)COCC2 reads 13
Pf apPOL inh result of CCN(CC)S(=O)(=O)N1CCCC(C(=O)NC(C)c2ccccc2)C1 (centres undefined) reads -8

(more compounds)
Fields: Pf apPOL inh	mHTT CaM bind
- O=S1(=O)CC2c3ccccc3CN2CN1C1CCCC1 (centres undefined)
→ -7	8
- C=CCc1cccc(C)c1OCCCN1CCCC1
→ 3	-7
- CCC1CN(C(=O)Nc2ccc(F)cc2)c2cc(C)ccc2O1 (centres undefined)
→ 3	-4
- COc1ccc(C(=O)COc2ccc3c(=O)c(Oc4cccc(OC)c4)c(C)oc3c2)cc1
→ -6	0
- O=S(=O)(Nc1cccc2cccnc12)c1ccccc1
→ -19	74*

Only part of the results is shown (hit frequency here may not be typical).
